WRN helicase inh = inhibitors of human WRN helicase | Q14191 | WRN helicase unwinding, fluorescent forked duplex, kinetic | Potency, µM (highest dose often 114 µM), for inactives: at the highest dose activity change, negative = inhibition, usual class: inhibitors | hit rate 0.46% among 360,000 | AID 651768; also: potency is read from the fitted curve at half-maximal effect; % is scaled to controls: 0 for no effect and ±100 for the full control effect; nearly all actives have a fitted effect of over 55% in size
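WRN at 20 nM final preincubated with compound 15 min at room temperature; reaction started with 100 nM fluorophore/quencher forked duplex oligonucleotide and 2 mM ATP final. Unwinding followed kinetically by red fluorescence (ex 525, em 598 nm).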
EPAC1 antagonist = blocks human EPAC1 exchange factor; O95398; EPAC1 GEF assay, Rap1b-BODIPY-GDP exchange fluorescence; Potency, µM (series often up to 115 µM), without a hit: at the top dose activity change, negative = inhibition, usual class: inhibitors; hit rate 0.14% among 360,000; AID 720709;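 also: potency is read from the fitted curve at half-maximal effect; plate controls were vehicle for no effect and positive control for full effect; nearly all actives have a fitted effect of over 50% in size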
EPAC1 agonist = activates human EPAC1 exchange factor. Potency, µM (series often up to 154 µM), for the others: at the top dose activation, actives largely listed as activators. hit rate 0.073% among 360,000. O95398. EPAC1 agonist qHTS, biochemical assay; response scale: 100% = response to 6.5 mM cAMP; also: potency is read from the fitted curve at half-maximal effect; nearly all actives have a fitted effect of over 60% in size
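EPAC1 100 nM, Rap1B–BODIPY-GDP 250 nM, unlabeled GDP 50 uM; compound titration; 5 min RT; kinetic read ex480/em540 at 5-min intervals ×30 min; data normalized to 6.5 mM cAMP agonist control.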
EPAC2 ag = activates human EPAC2 exchange factor; Q8WZA2; EPAC2 activation, biochemical qHTS; response scale: 100% = 6.5 mM cAMP response; Potency, µM (highest dose often 154 µM), for the others: at the highest dose activation, hits mostly activators; hit rate 0.079% among 360,000; AID 720711; also: potency is read from the fitted curve at half-maximal effect; nearly all actives have a fitted effect of over 50% in size
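Guanine nucleotide exchange by EPAC2 is measured as reduced fluorescence of BODIPY-GDP once it is released from 250 nM Rap1B. Plates are read kinetically for 30 min at room temperature; results are scaled to 6.5 mM cAMP.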
PI5P4K alpha inh = blocks human PI5P4K alpha kinase activity. P48426. AID 652105. PI5P4Kalpha enzyme, ADP-Glo luminescence, 60 min; hits give low values. max response, %. hit rate 1.2% among 330,000; active = max response of -50% or lower; inconclusive = between -30% and -50%; inactive = -30% or higher; also: value at the top dose of about 77 µM; % is scaled to controls: 0 for no effect and ±100 for the full control effect
Target sequence (P48426 whole entry, looked up): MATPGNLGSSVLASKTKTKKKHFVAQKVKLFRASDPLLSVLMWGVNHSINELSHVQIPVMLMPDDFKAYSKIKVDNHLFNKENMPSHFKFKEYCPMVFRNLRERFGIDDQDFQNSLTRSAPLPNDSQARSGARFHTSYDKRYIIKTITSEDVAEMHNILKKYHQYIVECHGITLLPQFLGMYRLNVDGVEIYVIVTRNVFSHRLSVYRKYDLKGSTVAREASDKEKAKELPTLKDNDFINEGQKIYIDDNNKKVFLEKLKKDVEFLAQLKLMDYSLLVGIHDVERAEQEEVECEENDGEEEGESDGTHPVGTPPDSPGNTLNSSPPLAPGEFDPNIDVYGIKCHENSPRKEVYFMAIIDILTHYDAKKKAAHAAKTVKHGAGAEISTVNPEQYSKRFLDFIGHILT
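Controls without substrate or without enzyme flank wells where PI5P4Kalpha converts substrate using 5 microM ATP (final). Incubation lasts 60 minutes at room temperature; ADP formed is read by ADP-Glo luminescence.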
PLK1 PBD block = inhibitors of human PLK1 polo-box domain binding; P53350; Plk1 PBD binding of FITC phosphopeptide, fluorescence polarization; Potency, µM, for inactives: max response, negative = inhibition, most hits filed as inhibitors; hit rate 2.8% among 360,000; AID 720504; also: potency is read from the fitted curve at half-maximal effect; series mostly up to about 57 µM; % is scaled to controls: 0 for no effect and ±100 for the full control effect; nearly all actives have a fitted effect of over 65% in size
Target sequence (P53350 whole entry, looked up, the tested form may be a part): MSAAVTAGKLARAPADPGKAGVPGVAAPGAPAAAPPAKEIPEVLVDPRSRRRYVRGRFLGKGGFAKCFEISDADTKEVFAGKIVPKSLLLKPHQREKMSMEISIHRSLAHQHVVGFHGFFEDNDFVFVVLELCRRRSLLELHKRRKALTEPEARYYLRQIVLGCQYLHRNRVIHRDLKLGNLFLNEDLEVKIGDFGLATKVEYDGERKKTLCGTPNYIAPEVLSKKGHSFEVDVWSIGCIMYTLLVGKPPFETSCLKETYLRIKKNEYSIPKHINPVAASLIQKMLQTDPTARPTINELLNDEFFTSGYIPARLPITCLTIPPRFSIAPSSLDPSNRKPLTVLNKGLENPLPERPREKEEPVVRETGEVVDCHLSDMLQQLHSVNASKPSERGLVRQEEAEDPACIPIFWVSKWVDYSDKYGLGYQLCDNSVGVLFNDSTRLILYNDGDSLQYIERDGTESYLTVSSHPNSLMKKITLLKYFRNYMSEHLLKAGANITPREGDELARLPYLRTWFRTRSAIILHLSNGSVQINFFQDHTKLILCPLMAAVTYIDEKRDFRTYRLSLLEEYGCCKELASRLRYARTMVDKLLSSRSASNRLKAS
CCT chaperon mod = modulators of cytosolic chaperonin (CCT/TRiC) activity; hit rate 0.3% among 360,000; activity change, % (no concentration beside the values), hits read low; AID 651819; purified chaperonin ATPase assay, HTRF ADP detection, 30 min; in the data active = activity change below about -30%; also: % is scaled to controls: 0 for no effect and ±100 for the full control effect
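Enzyme 40 or 20 nM (batch-dependent) in Tris pH 7.4/KCl/MgCl2/DTT; cpd 76 uM single point; ATP 10 uM; 30 min 37 °C; Transcreener ADP HTRF detection, 30 min RT; ratio 665/615.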
IL2 activator = activates IL-2 in a cell-based reporter assay; AID 652025; activation, % (series mostly up to about 46 µM); IL-2 activation reporter assay, cell-based qHTS; stimulated with anti-CD3/CD4/CD28 beads; in transgenic mouse T cells; hit rate 0.065% among 360,000; in the data active = activation above about 50%; inconclusive = mostly about 30% to 49%; also: 0% is about no effect
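Unstimulated transgenic mouse T cells, 750 per well, received compound and, after 60 minutes, anti-CD3/anti-CD4 bead plus anti-CD28 stimulation. EGFP and DsRed were quantified after 18 hours.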
* marks the source's active call; other numbers are inactive results; u = inconclusive; x = not tested or not shown; [ ] = remark or other dose. Unless noted, calls follow the shape of the dose curve; as a rule, active = well fitted curve in the direction sought with a large enough effect; inconclusive = small, poorly fitted or top-dose-only effect, or another doubt; inactive = no such curve, though single readings can be large; an effect the other way counts as inactive or inconclusive. Not all compounds are listed; count on the stated rates, not on these rows.

Screens in order: WRN helicase inh	EPAC1 antagonist	EPAC1 agonist	EPAC2 ag	PI5P4K alpha inh	PLK1 PBD block	CCT chaperon mod	IL2 activator
> COc1ccccc1N(CC(=O)Nc1ccccc1C(=O)NCC(C)C)S(C)(=O)=O
    -4%	3%	0%	-2%	x	-2%	0.1	0.0
> COCCCN(C(=O)Cc1csc(-c2cccc(Cl)c2)n1)c1c(N)n(Cc2ccccc2)c(=O)[nH]c1=O
    -17%	-7%	-14%	-3%	-3	-4%	2.5	-0.6
> COc1cc(C(O)c2nc(-c3cccc4cccnc34)cs2)ccc1F (stereo not drawn)
    -7%	-10%	6%	15%	12	6%	-0.2	0.5
> CCOc1cc(NC(=S)NCCCN(C)C)c(OCC)cc1NC(=O)C1CC1
    1%	10%	0%	4%	-1	5%	2.4	-1.6
> Cc1ccc(S(=O)(=O)NCCCCCC(=O)N(C)C)cc1
    17%	6%	-6%	-3%	x	-4%	2.2	-0.6
> CCCCc1ccc(NC(=S)N2CCCC(C)C2)cc1 (stereo not drawn)
    -16%	-30%	4%	-7%	10	-22%	0.6	-1.0
> Oc1ccc(Cl)cc1CNn1cnnc1
    -5%	3%	3%	6%	-8	-13%	1.1	-0.7
> O=C(Nc1nnc(-c2ccc(Cl)cc2)o1)Nc1ccccc1F
    -3%	-8%	-1%	-1%	0	4%	0.5	0.8
> O=C(COc1ccc(Cl)cc1)OCC(=O)N1CCCC1
    4%	4%	-5%	-2%	-2	0%	-0.9	-0.1
> COc1ccc(C)cc1S(=O)(=O)N1CCN(S(=O)(=O)c2cc(C(=O)O)ccc2C)CC1
    1%	-3%	-5%	1%	-1	-2%	1.1	0.0
> Cc1cc(C(=O)COC(=O)Cc2ccc(Cl)cc2)c(C)n1C
    -23%	-5%	2%	7%	-17	-4%	0.7	0.1
> COCCN1C[C@@H](CO)O[C@@H](n2cnc3c(NC4CC4)ncnc32)C1
    -10%	-10%	-1%	4%	-3	-13%	-1.3	1.0
> COc1ccc([C@@H]2[C@@H]3C(=O)N(C(C)(C)C)C(=O)[C@@H]3[C@]3(Cc4ccc(Cl)cc4)C(=O)N(c4cccc(Br)c4)C(=O)N23)cc1
    11%	-17%	11%	2%	3	3%	-1.0	0.6
> O=C(NN1CCCCC1)c1cnn2c(C(F)F)cc(-c3ccccc3)nc12
    -4%	-4%	11%	-3%	3	-3%	2.5	-3.7
> COC(=O)Cn1c(=NC(=O)c2sc3ccccc3c2Cl)sc2cc(S(N)(=O)=O)ccc21
    -1%	-2%	2%	4%	-10	-8%	1.4	-0.5
> CCOc1ccc(-c2nc(-c3cccs3)c(CC(=O)O)s2)cc1OC
    3%	-13%	-3%	5%	-4	-10%	0.9	-5.1
> CC1(C(=O)Nc2ccc(Cl)c(Cl)c2)CCN1C(=O)Cc1cccc2ccccc12 (stereo not drawn)
    -2%	3%	1%	18%	48	-7%	-1.9	0.3
> COc1ccc(NC(=O)c2ccc(C)cc2)cc1
    8%	-1%	3%	-3%	1	-3%	-1.6	0.4
> O=C(Nc1cccc(O)c1)c1cccc(NC(=O)c2cccs2)c1
    -3%	-7%	10%	20%	1	-12%	-1.8	2.1
> CC(=O)Nc1nc2nc(-c3ccccc3)cc(-c3ccccc3)n2n1
    -5%	3%	-2%	-10%	0	-2%	-1.0	-0.8
> COc1ccccc1OCCNC(=O)C1CC(=O)N(c2cccc(SC)c2)C1 (stereo not drawn)
    -8%	-1%	7%	9%	1	-1%	0.0	-0.1
> O=C(CNCc1ccccn1)Nc1cc(S(=O)(=O)N2CCCCC2)ccc1Cl
    -6%	7%	-9%	-6%	-2	6%	-1.2	-1.0
> CCOC(=O)C1(C)CCCN(C(=O)c2ccc(F)c(Cl)c2)C1 (stereo not drawn)
    9%	2%	0%	5%	-14	-10%	-4.5	0.6
> CCCCC(=O)NCCNc1nc2c(c(=O)n(C)c(=O)n2C)n1Cc1ccccc1
    4%	-3%	5%	7%	-4	-13%	-0.9	-1.3
> COc1ccc2c(c1OC)C(=O)N1C2SC(C)(C)[C@H]1C(=O)NC1CC1 (stereo partly drawn)
    8%	8%	-16%	-1%	-5	-3%	-4.3	-0.2
> CC(C)CN(C(=O)COC(=O)/C=C/c1cccs1)c1c(N)n(Cc2ccccc2)c(=O)[nH]c1=O
    10%	-5%	-16%	-4%	3	-4%	-0.6	-5.0
> CCN(CC)C(=O)CSc1nc2ccccc2c(=O)n1-c1ccccc1OC
    -12%[57.1 µM]	-2%	8%	-6%	1	-3%	1.4	-2.1
> COC(=O)C1CC(O)CN1C(=O)Nc1ccccc1 (stereo not drawn)
    3%	17%	-3%	-1%	-2	-8%	1.5	3.2
> CCCn1nc(C(=O)Nc2ccc3nc(C)sc3c2)c2ccccc2c1=O
    -3%	-18%	20%	17%	3	6%	0.0	-1.6
> O=C(Nc1ccc(N2CCCC2)c(Cl)c1)c1cccc(-c2cc3ccccc3oc2=O)c1
    -10%	5%	11%	-4%	-1	-1%	-0.4	0.6
> CC(=O)CC[N+](C)(C)C
    -7%	0%	2%	7%	-6	-15%	2.5	0.1
> O=C(CCCCl)NC(=S)Nc1ccc(CN2CCOCC2)cc1
    -1%	10%	-2%	-5%	0	-8%	0.7	1.4
> COc1cnc(SCc2c(Cl)cccc2Cl)nc1Cl
    -8%	-3%	12%	10%	x	1%	-1.3	5.1
> Cc1c(CNC(=O)c2c([N+](=O)[O-])cnn2C)cnn1C
    -33%	8%	12%	17%	2	-17%	-0.1	2.2
> CCOC(=O)C1CCN(C(=O)CSc2nccc(C)n2)CC1
    -8%	5%	1%	7%	-7	-8%	-0.7	1.2
> COC1=C/C(=C/c2c(N)n3nc(-c4ccc(C)cc4)sc3nc2=O)C=CC1=O
    -10%[11.6 µM]	u	13%	1%	-74*	21%	0.1	4.6
> COc1ccc(C(=O)Nc2cc(Cl)ccc2OC(=O)c2ccc(OC)cc2)cc1
    -16%	-2%	11%	16%	x	4%	2.6	4.2
> CCN(CC(=O)Nc1ccc(NC(C)=O)cc1)C(=O)c1ccc2c(c1)OCCO2
    1%	1%	3%	6%	10	-9%	-2.2	-0.5
> COc1cc(OC)c(C(=O)Nc2cccc(C(C)=O)c2)cc1OC
    -27%[57.1 µM]	14%	-2%	-10%	3	-3%	-3.8	0.4
> CC1(C)CC(=O)C(C2(O)C(=O)Nc3ccccc32)CO1 (stereo not drawn)
    -7%	-18%	9%	12%	3	-19%	-2.0	-1.3

Record cards, as listed above. Values in the order: WRN helicase inh, EPAC1 antagonist, EPAC1 agonist, EPAC2 ag, PI5P4K alpha inh, PLK1 PBD block, CCT chaperon mod, IL2 activator
COc1ccc2c(c1OC)C(=O)N1C2SC(C)(C)[C@H]1C(=O)NC1CC1 (stereo partly drawn) is listed with 8%, 8%, -16%, -1%, -5, -3%, -4.3, -0.2
CCCn1nc(C(=O)Nc2ccc3nc(C)sc3c2)c2ccccc2c1=O is listed with -3%, -18%, 20%, 17%, 3, 6%, 0.0, -1.6
CCN(CC)C(=O)CSc1nc2ccccc2c(=O)n1-c1ccccc1OC is listed with -12%[57.1 µM], -2%, 8%, -6%, 1, -3%, 1.4, -2.1

Arranged by value in PLK1 PBD block (highest first): 3 of the compounds above
| smiles | WRN helicase inh | EPAC1 antagonist | EPAC2 ag | PI5P4K alpha inh | PLK1 PBD block | CCT chaperon mod | IL2 activator |
| --- | --- | --- | --- | --- | --- | --- | --- |
| COC1=C/C(=C/c2c(N)n3nc(-c4ccc(C)cc4)sc3nc2=O)C=CC1=O | -10%[11.6 µM] | u | 1% | -74* | 21% | 0.1 | 4.6 |
| COc1ccc2c(c1OC)C(=O)N1C2SC(C)(C)[C@H]1C(=O)NC1CC1 (stereo partly drawn) | 8% | 8% | -1% | -5 | -3% | -4.3 | -0.2 |
| CCOC(=O)C1(C)CCCN(C(=O)c2ccc(F)c(Cl)c2)C1 (stereo not drawn) | 9% | 2% | 5% | -14 | -10% | -4.5 | 0.6 |

The main list resumes; the three compounds before the break are reprinted first.
Screens in order: WRN helicase inh	EPAC1 antagonist	EPAC1 agonist	EPAC2 ag	PI5P4K alpha inh	PLK1 PBD block	CCT chaperon mod	IL2 activator
> CCN(CC(=O)Nc1ccc(NC(C)=O)cc1)C(=O)c1ccc2c(c1)OCCO2
    1%	1%	3%	6%	10	-9%	-2.2	-0.5
> COc1cc(OC)c(C(=O)Nc2cccc(C(C)=O)c2)cc1OC
    -27%[57.1 µM]	14%	-2%	-10%	3	-3%	-3.8	0.4
> CC1(C)CC(=O)C(C2(O)C(=O)Nc3ccccc32)CO1 (stereo not drawn)
    -7%	-18%	9%	12%	3	-19%	-2.0	-1.3
> COc1ccc(C(c2c(NC(=O)c3ccco3)sc(C)c2C)N2CCOCC2)cc1 (stereo not drawn)
    -7%	1%	3%	12%	-1	-12%	-0.5	-5.0
> CCOC(=O)C1=C(C)NC(=S)N(C(C)=O)C1c1ccc(Cl)cc1 (stereo not drawn)
    -23%	-20%	30%	29%	x	-9%	-4.1	-2.0
> CCOc1cc(CNCCc2ccccc2)ccc1OCC(=O)NC(C)(C)C
    -12%	-9%	-9%	-7%	-12	u	0.5	2.0
> COc1ccc(CCNS(=O)(=O)c2ccc(F)cc2)cc1OC
    -5%	2%	8%	7%	x	-8%	-67*	-2.9
> Cc1ccc(NC(=O)CSc2ccc3nnc(-c4cccnc4)n3n2)cc1
    2%	-3%	-6%	-3%	-4	-4%	0.5	-1.2
> CCCc1nc2ccccc2c(=O)n1/N=C/c1ccc(O)cc1
    -9%[57.1 µM]	4%	-11%	-3%	-2	-4%	-1.3	-2.4
